Bioassay records (PubChem BioAssay)
PfHsp40 rescue: compounds rescuing yeast from Plasmodium falciparum HSP40 toxicity; S. cerevisiae expressing PfHsp40, growth rescue, ATP luminescence; growth rescue, % at 12.5 µM; 340,000 compounds, 0.68% hits; AID 504582; in the data active means growth rescue above about 28%, passing the limit was not always enough;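 further: yeast W303a lacking pdr1 and pdr3 grown in galactose medium; growth measured after three days at 30 °C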
BioA inh: inhibitors of Mycobacterium tuberculosis BioA enzyme; purified M. tuberculosis BioA enzyme, plate reader; 360,000 compounds, 0.096% hits; inhibition, % at 9.99 µM; in the data active means inhibition above about 40%
UGM FP inh: blocks M. tuberculosis UGM enzyme; P9WIQ1; purified UGM, fluorescence polarization probe displacement; inhibition, % at 10 µM; 320,000 compounds, 0.06% hits; AID 504406; in the data active means inhibition above about 10%, passing the limit was not always enough
Target sequence (P9WIQ1 whole entry, looked up): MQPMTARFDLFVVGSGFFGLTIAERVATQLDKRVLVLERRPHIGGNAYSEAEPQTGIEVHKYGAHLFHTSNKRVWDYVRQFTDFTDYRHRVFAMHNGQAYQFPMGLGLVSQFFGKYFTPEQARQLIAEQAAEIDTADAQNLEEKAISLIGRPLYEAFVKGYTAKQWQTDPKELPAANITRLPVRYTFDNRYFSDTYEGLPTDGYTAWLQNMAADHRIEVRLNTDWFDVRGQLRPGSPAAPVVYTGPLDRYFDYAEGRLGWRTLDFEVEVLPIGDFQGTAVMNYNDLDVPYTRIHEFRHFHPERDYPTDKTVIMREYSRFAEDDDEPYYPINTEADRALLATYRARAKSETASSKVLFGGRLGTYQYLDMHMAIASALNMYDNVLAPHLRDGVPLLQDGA
Y pestis TopoI: blocks Yersinia pestis topoisomerase I activity. Y. pestis Topo-I cleavage product accumulation, plate reader. activity, % at 10 µM. 360,000 compounds, 0.064% hits; in the data active means activity above about 50%, passing the limit was not always enough; further: inactives centre near 2
BH1578 lux ind: induces V. cholerae light production without autoinducers. V. cholerae BH1578 lux reporter, luminescence, 6 h. activation, % at 18.7 µM. 350,000 compounds, 0.16% hits. AID 588436; in the data active means activation mostly above about 9.7%, no sharp cut-off; further: not every result past the cut was called active; inactives centre near 0; reference of the scale not given here
TcdB GH inh: blocks C. difficile toxin B glycohydrolase activity; P18177; TcdB glycohydrolase enzymatic assay, plate reader; inhibition, % at 9.99 µM; 350,000 compounds, 0.24% hits; AID 652162; in the data active means inhibition above about 10%
FadD28 binding: M. tuberculosis FadD28 bisubstrate binding inhibition; 360,000 compounds, 0.22% hits; FadD28 bisubstrate probe binding, fluorescence polarization; inhibition, % at 12.5 µM; in the data active means inhibition above about 8.5%, passing the limit was not always enough
GDH-TPI counter: inhibits GDH-TPI coupling enzymes, artifact for Mtb FBA screen | GDH-TPI coupled enzyme counterscreen, NADH absorbance | inhibition, % at 4.8 µM | 360,000 compounds, 1.2% hits | AID 588335; in the data active means inhibition above about 30%;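 further: 0% = DMSO wells and 100% = wells lacking the enzyme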
Mtb FBA inh: inhibitors of M. tuberculosis fructose-bisphosphate aldolase; P9WQA3; purified M. tuberculosis FBA, fluorescence read-out; inhibition, % at 1 µM; 360,000 compounds, 2.3% hits; AID 588726; in the data active means inhibition above about 27%;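 further: 0% = vehicle and 100% = reference inhibitor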
Target sequence (P9WQA3 whole entry, looked up): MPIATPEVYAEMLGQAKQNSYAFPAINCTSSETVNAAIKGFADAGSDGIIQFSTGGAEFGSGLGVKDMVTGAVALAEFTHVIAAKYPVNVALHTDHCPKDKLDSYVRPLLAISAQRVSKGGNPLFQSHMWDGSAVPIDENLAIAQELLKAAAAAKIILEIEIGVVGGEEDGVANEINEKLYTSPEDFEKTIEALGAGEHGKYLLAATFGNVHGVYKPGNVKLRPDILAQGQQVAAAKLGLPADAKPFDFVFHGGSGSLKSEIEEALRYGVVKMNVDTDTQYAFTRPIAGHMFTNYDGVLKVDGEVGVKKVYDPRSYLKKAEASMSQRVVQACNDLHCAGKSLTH
An asterisk follows results filed as active; i = inactive; / = no result given; & = joins results of further samples. The order is random, and some 4.6% of all compounds hit somewhere here.

SMILES	PfHsp40 rescue	BioA inh	UGM FP inh	Y pestis TopoI	BH1578 lux ind	TcdB GH inh	FadD28 binding	GDH-TPI counter	Mtb FBA inh
O=c1c(Oc2ccccc2)coc2cc(O)cc(O)c12	0.3	-0.7	3.2	-6	-0.5	0.4	-2.9	1	-4
COC(=O)CCC(=O)N1CCCC(CO)(Cc2ccccc2)C1 (stereo unspecified)	1.6	0.4	1.0	3	-6.7	1.8	-0.8	-5	1
CC1(c2ccccc2Cl)NC(=O)N(CC(=O)NC(=O)NCc2ccco2)C1=O (stereo unspecified)	-0.5	-0.2	0.8	1	3.7	/	-2.6	-2	0
Cc1c(OCC(=O)N[C@@H](Cc2ccccc2)C(=O)O)ccc2c3c(c(=O)oc12)CCC3	1.2	2.9	1.8	2	-0.3	-1.9	-4.5	11	26
COc1ccc(/C=N/N=C/c2c[nH]c(=O)c(C#N)c2Nc2ccccc2)cc1	-0.9	-2.4	0.0	12	-0.2	/	-2.8	50*	0
CCCN1C(=O)c2ccc(C(=O)Nc3cc(C)on3)cc2C1=O	-1.4	/	-1.8	3	-0.2	/	-0.5	6	5
CCCOc1ccc(-c2c(C(=O)N/N=C(\C)c3cccs3)nnn2-c2nonc2N)cc1	-0.7	-2.9	-0.3	11	-0.2	0.1	0.0	12	-1
Cc1ccc(N2C(=O)N3[C@H](c4cccc(C)c4)[C@@H]4C(=O)N(Cc5ccccc5)C(=O)[C@@H]4[C@]3(C)C2=O)cc1	-2.0	-1.1	-0.3	-12	i	-3.6	-2.8	-9	0
O=C(Nc1ccc(O)c2c(=O)cc(-c3cccc(Cl)c3)oc12)c1ccccc1Cl	1.0	-1.5	0.4	15	i	0.8	-2.0	6	2
Cc1cc(OCC(=O)NCCN2CCOCC2)ccc1Br	-0.3	-0.5	-2.9	6	i	/	-1.1	-6	2
COc1ccc(C(=O)NC2CCCCCC2)cc1S(=O)(=O)N1CCCC1	-1.5	/	/	1	i	1.9	-2.0	5	2
O=C(CNC(=O)c1ccc(N2C(=O)c3ccccc3C2=O)cc1)OCC(=O)c1ccccc1	-0.5	-0.5	-0.5	2	0.4	0.0	-1.9	6	1
Cc1ncoc1C(=O)Nc1ccc(Oc2ccccc2)cc1	0.6	18	-0.5	7	-0.1	/	-3.7	2	-4
Cn1c(CCC(=O)Nc2ccc(N3CCOCC3)cc2)nc(=O)c2ccccc21	1.2	0.5	1.6	-5	-0.3	/	-2.6	2	2
O=C(C[C@@H]1C[C@@H]2c3cc(NS(=O)(=O)c4ccc(F)cc4)ccc3O[C@@H]2[C@H](CO)O1)NCc1ccc(Oc2ccccc2)cc1	/	-2.1&-1.6	/	/	/	-0.1&0.1	-1.1	/	-2
O=C1CC(SC(=Nc2ccccc2)Nc2ccccc2)C(=O)N1c1cccc2ccccc12 (stereo unspecified)	22	-2.2	-1.5	6	-0.3	/	-4.0	-9	-2
O=C(Nc1ccc2nc3n(c(=O)c2c1)CCCCC3)c1c(F)ccc([N+](=O)[O-])c1F	1.3	0.4	-1.7	5	-0.3	0.4	-3.4	2	2
c1ccc(C2CC(c3ccccc3)n3c(nc4ccccc43)N2)cc1 (stereo unspecified)	-0.8	/	-2.4	-2	i	1.3	-1.2	-2	1
CCOC(=O)c1ccc(N/C=C/C(=O)C(C)(C)C)cc1	0.4	/	0.0	2	i	0.9	-0.6	27	-1
COc1ccc(OC)c(C(C)NC(=O)C(C)Cc2ccccc2)c1 (stereo unspecified)	-1.2	0.8	-2.4	-6	i	-0.3	3.2	5	0
CCCNC(=O)c1ccc(N2CCC3(CC2)CC(c2ccccc2)=NO3)c(NC(=O)c2cccc(OC)c2)c1	-0.6	-1.1	1.2	5	i	0.4	-0.5	23	3
Cc1cc(C)c(C)c(OCCCCN(C)Cc2ccccc2)c1	1.3	0.8	-3.5	11	i	-0.2	-1.0	3	1
O=C(NCC1CCCO1)c1ccc2c(c1)N(Cc1ccc(F)cc1Cl)C(=O)CS2 (stereo unspecified)	0.2	0.0	3.5	8	-0.7	-0.3	-3.0	-1	-3
COc1cc(OC)c(S(=O)(=O)NCc2ccco2)cc1S(=O)(=O)NCc1ccco1	0.2	-1.1	-1.4	0	i	/	0.7	-5	2
NC(=O)CSc1nccn1Cc1ccccc1	0.5	-0.1	-1.6	0	6.8	0.9	-3.2	-6	2
CCOc1cccc(C(=O)Nc2ccc3oc(Cc4ccc(Cl)cc4)nc3c2)c1	16	-0.3	1.1	8	/	0.6	-6.3	1	-1
CCN1CCN(C(=O)C(Cc2ccccc2)NC(=O)c2ccc(Cl)c(S(=O)(=O)N(C)C)c2)CC1 (stereo unspecified)	-0.8	-1.7	2.9	9	-3.1	-0.8	-4.4	-4	-1
CC(=O)c1cnc2cc(-c3cccc(Br)c3)nn2c1C	-0.5	0.3	0.9	-10	-0.3	0.2	-3.5	-3	2
COc1ccc(OC)c(CN2CCN(C(=O)CCC(=O)c3cccs3)CC2)c1	-2.0	2.1	-1.3	8	i	1.3	-0.7	-1	0
Cc1c(OCC(=O)NCc2ccncc2)ccc2c3c(c(=O)oc12)CCC3	-0.1	0.4	-0.4	5	-2.6	0.5	-2.0	5	0
O=C(CNC(=O)c1sc2ccccc2c1Cl)OCc1ccccc1	-1.7	-1.7	2.4	40	i	-0.2	-3.7	-3	3
Cc1ccc(NC(=O)c2ccccc2NS(=O)(=O)c2ccc(Cl)s2)cc1S(=O)(=O)N1CCOCC1	5.7	/	2.0	5	-0.3	-0.2	-5.0	8	-4
CCCS(=O)(=O)NC(=O)C1(C)CCN(C(=O)c2nc(C)oc2C)C1 (stereo unspecified)	/	-2.9	/	-2	i	-0.3	-2.3	-4	-4
O=C(CCC1CCCCC1)NCCS(=O)(=O)N1CCN(c2ccccc2)CC1	0.7	-3.9	-0.2	-7	0.0	0.7	-0.8	3	2
Cn1c(SCc2c(Cl)cccc2Cl)nnc1-c1ccc2nonc2c1	0.0	1.4	-1.6	4	-0.6	0.4	-2.7	-1	1
CN1CCCN(C(=O)c2ccc(Br)s2)CC1	-0.3	6.5	2.9	-2	i	0.0	-0.5	2	-2
Cc1cc(N2CCOCC2)nc(-c2ccccc2O)n1	5.4	/	1.2	5	3.7	/	-1.6	0	4
O=C(/C=C/c1ccc(Cl)cc1)N1CCN(c2ccccc2[N+](=O)[O-])CC1	9.0	/	0.5	31	-0.7	-0.3	-3.8	2	-1
COC(=O)C1(C)Nc2ccccc2C(=O)N1c1ccccc1C (stereo unspecified)	-0.1	-2.0	-0.1	0	-0.5	-0.8	-2.2	16	52*
O=C(NCc1ccc(Cl)cc1)c1cccc(NC(=O)c2ccccc2)c1	1.2	/	1.6	11	4.5	-0.6	-3.3	7	-3
O=C(Nc1ccc(C(=O)N2CCCCC2)cc1)C1CC1	0.4	0.1	/	-5	-0.7	0.6	-3.7	6	-1
COc1cc(/C=N/N2CCOCC2)ccc1OCc1ccc(Cl)cc1	-1.7	/	-1.5	18	-1.1	2.1	-0.4	-1	0
O=C(CCCc1ccccc1)NCCc1ccc(F)cc1	0.9	9.1	0.7	3	-0.4	-1.4	-3.2	-2	0
COc1ccc(/C=N/n2cnc3c([nH]c4ccc(F)cc43)c2=O)cc1CSc1ccccn1	0.2	-0.2	-1.1	8	-0.4	-1.2	-2.4	12	2
COC(=O)c1ccc(CN2C(=O)NC3(CCCc4ccccc43)C2=O)o1 (stereo unspecified)	1.0	8.0	-2.3	-3	i	/	0.7	18	2
CCCOc1nnnn1-c1ccccc1	-1.2	-0.7	1.4	1	/	/	-0.5	-5	2
CN(C)C(=S)NC(=O)C(c1ccccc1)c1ccccc1	1.7	/	-0.2	1	0.0	0.6	-2.6	-4	4
CCC(=O)OC(Cc1ccccc1)(c1ccccc1)C(C)CN(C)C (stereo unspecified)	-0.6	-0.6	/	-5	-0.2	3.4	-2.5	-1	-4
CCCCC(=O)NC(c1ccccc1OC)c1ccc2cccnc2c1O (stereo unspecified)	-1.8	-1.7	0.5	13	-0.4	-2.5	-1.3	8	5
CCCSc1ccc(C(=O)Nc2ccc(F)cc2F)cn1	0.9	0.4	-0.2	-14	-0.2	0.0	-1.1	6	6
(cont.)
SMILES	PfHsp40 rescue	BioA inh	UGM FP inh	Y pestis TopoI	BH1578 lux ind	TcdB GH inh	FadD28 binding	GDH-TPI counter	Mtb FBA inh
COc1cc(-c2nnc(NC(=O)CCS(=O)(=O)c3ccc(F)cc3)o2)cc(OC)c1OC	-1.3	0.6	2.2	0	i	0.8	-2.4	10	-3
COc1ccc(OC)c(C(=O)NC2CC(C)(C)Cc3c2cnn3-c2ccccc2)c1 (stereo unspecified)	3.9	3.3	4.7	21	2.1	1.9	-0.9	12	16
O=C1Cc2ccccc2Sc2c(OCCN3CCCCC3)cccc21	-0.6	2.2	-1.7	-6	-0.2	/	-3.5	17	-2
CN(c1ccc(Cl)cc1)S(=O)(=O)c1nnc(NC(=O)c2ccco2)s1	-1.0	0.6	0.6	-10	i	0.3	-2.7	26	5
COc1ccc(C(=O)Nc2ccc([N+](=O)[O-])cn2)c(OC)c1	-0.7	-1.1	1.9	-1	4.9	/	-5.2	10	0
N#CN=C(N)c1ccccc1	-0.1	-0.3	-0.4	4	0.9	/	-3.4	-2	1
COc1ccc(-c2nn(-c3ccccc3)cc2/C=N/Nc2ccccn2)cc1OC	12	1.2	0.8	3	-1.5	/	-3.0	13	6
CCC(=O)N1CCC1(C)C(=O)Nc1cccc2c1CCCC2 (stereo unspecified)	/	-0.6	/	-2	i	-1.9	-1.6	7	1
COc1ccc(S(=O)(=O)N2Cc3ccccc3CC2C(=O)O)cc1OC (stereo unspecified)	-0.3	-1.0	-0.8	-1	-0.3	0.4	-1.2	-2	-2
O=C(CCC(=O)n1ncc2ccccc21)N1CCCCC1	1.0	-1.5	-0.6	4	-0.2	0.5	-1.4	-3	-1

Rewritten with two lines to a compound: four of the compounds above
Results follow in this order: PfHsp40 rescue, BioA inh, UGM FP inh, Y pestis TopoI, BH1578 lux ind, TcdB GH inh, FadD28 binding, GDH-TPI counter, Mtb FBA inh
> CCCS(=O)(=O)NC(=O)C1(C)CCN(C(=O)c2nc(C)oc2C)C1 (stereo unspecified)
  /, -2.9, /, -2, i, -0.3, -2.3, -4, -4
> O=C(CCC1CCCCC1)NCCS(=O)(=O)N1CCN(c2ccccc2)CC1
  0.7, -3.9, -0.2, -7, 0.0, 0.7, -0.8, 3, 2
> Cn1c(SCc2c(Cl)cccc2Cl)nnc1-c1ccc2nonc2c1
  0.0, 1.4, -1.6, 4, -0.6, 0.4, -2.7, -1, 1
> CN1CCCN(C(=O)c2ccc(Br)s2)CC1
  -0.3, 6.5, 2.9, -2, i, 0.0, -0.5, 2, -2

(continued)
SMILES	PfHsp40 rescue	BioA inh	UGM FP inh	Y pestis TopoI	BH1578 lux ind	TcdB GH inh	FadD28 binding	GDH-TPI counter	Mtb FBA inh
CCOc1ccc(-n2c(C)nc3cc(C(=O)NCC4CCCO4)ccc32)cc1 (stereo unspecified)	-0.4	1.1	-1.0	20	-0.3	2.1	-3.2	-3	1
NC(=O)C1CCN(c2ncccc2[N+](=O)[O-])CC1	0.0	1.2	-0.2	-8	i	0.2	-2.9	-2	-4
CC1(C)Cc2c(c(N3CCOCC3)nc3snc(NC(=O)c4ccccc4)c23)CO1	-1.2	-2.3	-0.3	-4	6.2	/	0.2	17	3
COc1ccc(Cc2noc(CN3CCCN(Cc4ccc(F)cc4)CC3)n2)cc1OC	-0.5	/	-1.1	21	-0.2	0.4	-3.0	-3	59*
O=C(CCNC(=O)c1ccccc1Cl)Nc1cccc(C(F)(F)F)c1	0.6	0.6	1.6	-7	i	2.3	-5.4	-3	-4
O=C(OCC(=O)N(CCc1ccccc1)Cc1ccccc1)c1cccc(O)c1	2.3	1.2	-2.7	21	-0.7	1.4	-5.2	-7	-4
O=C(CSc1ccc(-c2nc3ccccc3[nH]2)cn1)Nc1ccc2c(c1)OCCO2	-0.9	0.2	0.2	5	i	/	-2.6	25	4
c1cc2c(cnc3cscc32)s1	-0.7	/	0.7	-2	-0.5	0.2	-1.0	1	-3
Cc1ccnc(NC(=O)C2CCN(S(=O)(=O)c3cccc4nsnc34)CC2)c1	-0.2	0.4	-1.5	-6	4.8	/	-4.3	5	2
